# From PubChem BioAssay
# RGS4 inh: blocks human RGS4-accelerated GTP hydrolysis. P49798. Potency, µM (series often up to 114 µM), without a hit: top-dose activity change, negative = inhibition, hits mostly inhibitors. Transcreener GDP fluorescence polarization, RGS4-accelerated GTP hydrolysis. AID 504845. 390,000 tested, 0.039% active; note: potency is the fitted concentration of half-maximal effect; % is set by controls: 0 for no effect and ±100 for the full control effect; nearly all actives have a fitted effect of over 75% in size; some results filed as inactive show a strong effect at the top dose
# Target sequence (P49798 whole entry, looked up): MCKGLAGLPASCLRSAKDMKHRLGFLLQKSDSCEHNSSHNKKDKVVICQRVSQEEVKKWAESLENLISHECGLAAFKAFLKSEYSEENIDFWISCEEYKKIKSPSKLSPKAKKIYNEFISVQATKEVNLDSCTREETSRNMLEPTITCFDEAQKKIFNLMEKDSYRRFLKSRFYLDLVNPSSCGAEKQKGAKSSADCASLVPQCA
#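 MLSMR compounds (23 nl, pin-transferred) preincubated 10 min at room temperature with a 500nM (2x) first reagent, then RGS4 at 900nM (2x) plus Transcreener GDP mix added; fluorescence polarization (620/688 nm) read before and after 90 min at 30 °C.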
# D2 agonist: D2 dopamine receptor (human) agonism. P14416. HEK293 T-REx D2 cells, calcium flux agonist mode. activation, % at 2 µM. 340,000 tested, 0.53% active;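 active = activation over 3 SD above normal in the single-dose calcium agonist read, cut at about 30% in these data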; note: 0% is about no effect
# Target sequence (P14416 whole entry, looked up): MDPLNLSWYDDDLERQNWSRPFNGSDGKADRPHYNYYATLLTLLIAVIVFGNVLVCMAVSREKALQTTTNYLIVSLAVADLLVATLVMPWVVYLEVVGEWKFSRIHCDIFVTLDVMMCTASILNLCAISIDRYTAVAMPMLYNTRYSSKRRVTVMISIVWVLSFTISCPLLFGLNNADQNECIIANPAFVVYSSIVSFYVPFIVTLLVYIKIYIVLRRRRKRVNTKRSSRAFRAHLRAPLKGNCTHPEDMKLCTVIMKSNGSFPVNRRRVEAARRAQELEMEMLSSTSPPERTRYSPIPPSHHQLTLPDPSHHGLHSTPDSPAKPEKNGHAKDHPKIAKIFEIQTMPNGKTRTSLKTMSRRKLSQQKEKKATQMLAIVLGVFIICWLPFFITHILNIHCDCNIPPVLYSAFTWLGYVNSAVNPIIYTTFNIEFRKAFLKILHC
#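 Tetracycline-induced HEK293 Trex cells with D2 receptor force-coupled to calcium signaling, plated overnight at 30 C and loaded with no-wash calcium dye. Calcium flux read kinetically for 180 s after compound addition; responses flag agonists.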
# D2 antagonist: D2 dopamine receptor (human) antagonism | 340,000 tested, 2% active | inhibition, % at 10 µM | HEK293 TREx D2 cells, calcium flux, dopamine EC80; in the data active = inhibition above about 30%; note: 0% is about no effect
#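 Calcium mobilization kinetics were recorded at 1 s intervals in tetracycline-induced HEK293 T-REx D2 cells, first for 180 s after compound addition and then 180 s after EC80 dopamine.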
# LDHA inh: LDHA (human) enzyme inhibition; P00338; purified LDHA, NADH/diaphorase-resazurin fluorescence; active compounds read low; activity change, % (values are at about 110 or 230 µM); 480,000 tested, 0.15% active; in the data active = activity change below about -30%; inconclusive = mostly about -25% to -30%;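 note: plate controls were DMSO wells for no effect and wells without enzyme for full effect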
#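 Human LDH5 at 2 nM final in Tris HCl pH 7.4 with 0.06 mM NADH and 0.2 mM pyruvate, reacted 5 minutes at room temperature. Remaining NADH coupled via diaphorase/resazurin; resorufin fluorescence read at 0 and 20 minutes, normalized to enzyme-free and DMSO wells.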
# Vif-A3G inh: Vif-A3G binding inhibition; Q9HC16; HeLa A3G-eYFP + Vif (tagged APOBEC3G with the HIV-1 protein that degrades it), YFP fluorescence, overnight; Potency, µM (titrated, usually from 46.1 µM), for inactives: at the top dose activity, negative = active, most hits filed as inhibitors; 410,000 tested, 0.076% active; AID 602310;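 note: potency is the fitted concentration of half-maximal effect; % is set by controls: 0 for no effect and ±100 for the full control effect; nearly all actives have a fitted effect of over 60% in size; hits raise eYFP signal because A3G escapes Vif-driven loss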
# Target sequence (Q9HC16 whole entry, looked up): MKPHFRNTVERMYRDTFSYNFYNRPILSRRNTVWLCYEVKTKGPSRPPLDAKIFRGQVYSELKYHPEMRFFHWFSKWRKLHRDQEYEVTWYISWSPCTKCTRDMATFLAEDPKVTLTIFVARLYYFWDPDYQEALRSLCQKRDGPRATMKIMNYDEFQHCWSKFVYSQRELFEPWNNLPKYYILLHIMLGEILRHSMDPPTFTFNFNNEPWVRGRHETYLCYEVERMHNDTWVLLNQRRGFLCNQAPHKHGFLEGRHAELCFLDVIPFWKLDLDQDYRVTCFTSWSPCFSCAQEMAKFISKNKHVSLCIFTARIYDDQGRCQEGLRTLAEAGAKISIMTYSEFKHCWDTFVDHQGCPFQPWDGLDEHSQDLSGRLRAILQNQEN
#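 Read-out is eYFP fluorescence (Ex 488/Em 500-530) from Vif-expressing HeLa A3G-eYFP cells; more signal means A3G escaped Vif-mediated degradation. Cells plated overnight, compound pinned in, incubated overnight at 37 deg C.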
# Vif-APOBEC3F blk: blocks the Vif interaction with APOBEC3F; 390,000 tested, 0.2% active; Potency, µM (series often up to 46.1 µM), inactives show top-dose activity, negative = active; HeLa A3F-eYFP + Vif (tagged APOBEC3F with the HIV-1 protein that degrades it), YFP fluorescence increase; note: potency is the fitted concentration of half-maximal effect; % of control where 0% means no effect; nearly all actives have a fitted effect of over 65% in size
#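 Fluorescence increase (Ex 488/Em 500-530) after overnight compound treatment at 37 deg C flags inhibition of Vif-driven A3F-eYFP loss in stable HeLa A3F-eYFP/Vif cells seeded overnight beforehand.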
# GRP78 ERSR act: ER stress response induction in glioma; Potency, µM, without a hit: at the top dose activation, usual class: activators; U87-MG GRP78 promoter luciferase reporter, 16 h; 420,000 tested, 0.02% active; note: potency is the fitted concentration of half-maximal effect; series mostly up to about 76 µM; % of control where 0% means no effect; nearly all actives have a fitted effect of over 35% in size
#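 Stably transfected U87-MG glioma cells carrying a GRP78-based luciferase sensor; 16 h compound incubation. Luminescence end-point read 10 min after Bright-Glo addition at room temperature.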
# 12-LOX inh: ALOX12 (human) lipoxygenase inhibition | 580,000 tested, 1.1% active | Potency, µM (series often up to 108 µM), for inactives: at the top dose activity change, negative = inhibition, usual class: inhibitors | P18054 | purified 12hLO, xylenol orange hydroperoxide absorbance; note: potency is the fitted concentration of half-maximal effect; % is set by controls: 0 for no effect and ±100 for the full control effect
#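 Purified human 12hLO at 150 nM in 25 mM Hepes, 0.01% Triton X-100, pH 7.0, preincubated 15 min at room temperature with compound. Reaction started with 40 uM arachidonic acid, 30 min at room temperature. Hydroperoxide measured by Fe-xylenol orange, 573/405 nm absorbance ratio.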
# ERG Ets-DNA blk: inhibitors of human ERG Ets domain-DNA interaction; P11308; fluorescence polarization, His-ERG Ets domain / labelled DNA; Potency, µM (series often up to 76.9 µM), without a hit: top-dose FP activity, negative = inhibition, hits mostly inhibitors; 370,000 tested, 0.028% active; AID 624246; active = well fitted inhibition curve with a large enough effect in the polarisation, with a control signal flat; inconclusive = small, poorly fitted or top-dose-only effect, or effect the other way, or a change in a side signal; inactive = no such curve, though single readings can be large or run the other way; the % refers to the polarisation;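 note: polarization taken with two DNA probes labelled with fluorescein and Texas red; potency is the fitted concentration of half-maximal effect; % of control where 0% means no effect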
#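 His-tagged ERG Ets domain (1 uM in the protein solution; 300mM KCl, 50mM Tris-HCl, 1mM EDTA, 1mM DTT, pH 7.5) received compound, then a probe mix of 5 nM fluorescein-DNA and 100nM Texas-615-DNA. Fluorescence polarization was read for both dyes.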
# An asterisk follows results filed as active; ? = inconclusive; . = not tested or not shown; & = joins results of further samples; [ ] = another dose, or the depositor's remark. Unless noted, calls come from the whole dose curve; as a rule, active = well fitted curve in the direction sought with a large enough effect; inconclusive = small, poorly fitted or top-dose-only effect, or another doubt; inactive = no such curve, though single readings can be large; an effect the other way counts as inactive or inconclusive. An excerpt, so the mix of outcomes need not match the whole.
SMILES,RGS4 inh,D2 agonist,D2 antagonist,LDHA inh,Vif-A3G inh,Vif-APOBEC3F blk,GRP78 ERSR act,12-LOX inh,ERG Ets-DNA blk
O=C1c2cccc(OCC(=O)N3N=C(c4cccs4)CC3c3ccc(F)cc3)c2CCN1Cc1ccccc1 (configuration not stated),9%,-1.1,-8,-4,-6%,0%,-2%,-18%,1%
CN(c1ccccc1C(=O)Nc1ccc(S(=O)(=O)N2CCOCC2)cc1)S(C)(=O)=O,24%,0.5,-2,-2,0%,-13%,-4%,6%,-7%
CCCCC(=O)N(C)c1c(CC)nc2c(OCc3cccc(Cl)c3)cccn12,.,.,.,-2,-1%,.,-2%,2%,.
COc1ccc(C(=O)COC(=O)CNC(=O)c2ccccc2)cc1F,-8%,0.9,-7,-6,0%,3%,-4%,?,8%
O=[N+]([O-])c1cccc(Cl)c1N1CCOCC1,10%,0.4,3,-2,0%,-1%,-1%,0%,.
O=C(Nc1ccc2c(c1)CCCN2C(=O)c1cccs1)c1ccccc1C(F)(F)F,1%,0.7,.,0,-9%,0%,-3%,1%,-1%
CCC(C)c1ccccc1N1CC(C(=O)N2CCN(S(=O)(=O)c3ccc(F)cc3)CC2)CC1=O (configuration not stated),-10%,0.3,14,-8,-8%,5%,-3%,-4%,-4%
COc1ccccc1-c1cccc([C@@H]2C[C@H]3[C@H](CON3C)CN2C)c1,23%,.,.,-5,0%,-6%,0%,-26%,2%
COc1cc(OC)cc(C(=O)N[C@H](C(=O)OCC(=O)N2CCN(S(=O)(=O)c3ccc(C)cc3)CC2)C(C)C)c1,-3%,.,.,-5,-12%,3%,6%,19%,7%
COc1ccc(-c2nc(CS(=O)CC(=O)NCC3CCCO3)c(C)o2)cc1 (configuration not stated),-27%,-1.4,-9,3,0%,6%,-1%,-5%,4%
Cc1sc2c(=O)n3c(nc2c1C(=O)NC1CCCCC1)CCCCC3,21%[11.4 µM],-0.1,-2,-8,1%,4%,-7%,24%,-1%
Cc1cccc(CN2C(=O)c3ccccc3S(=O)(=O)c3ccc(C(=O)N4CCCC4)cc32)c1,-10%,0.1,.,-3,-7%,7%,0%,-21%,-3%
CC(Sc1nncs1)C(=O)Nc1ccc(Cl)cn1 (configuration not stated),-52%,-0.9,26,-5,-6%,0%,-3%,-17%,6%
CCC(C)c1ccccc1NS(=O)(=O)c1cnn(CC)c1 (configuration not stated),23%,-0.7,10,-1,-2%,1%,3%,34%[activator],-10%
CCC(=O)c1ccc(OCC(O)CN2CCCCC2)cc1 (configuration not stated),15%,0.1,-1,-5,0%,7%,-4%,-17%,-1%

# Five entries drawn at random from the list so far, as already listed:
SMILES,RGS4 inh,D2 agonist,D2 antagonist,LDHA inh,Vif-A3G inh,Vif-APOBEC3F blk,GRP78 ERSR act,12-LOX inh,ERG Ets-DNA blk
CCCCC(=O)N(C)c1c(CC)nc2c(OCc3cccc(Cl)c3)cccn12,.,.,.,-2,-1%,.,-2%,2%,.
O=C1c2cccc(OCC(=O)N3N=C(c4cccs4)CC3c3ccc(F)cc3)c2CCN1Cc1ccccc1 (configuration not stated),9%,-1.1,-8,-4,-6%,0%,-2%,-18%,1%
Cc1cccc(CN2C(=O)c3ccccc3S(=O)(=O)c3ccc(C(=O)N4CCCC4)cc32)c1,-10%,0.1,.,-3,-7%,7%,0%,-21%,-3%
Cc1sc2c(=O)n3c(nc2c1C(=O)NC1CCCCC1)CCCCC3,21%[11.4 µM],-0.1,-2,-8,1%,4%,-7%,24%,-1%
CCC(C)c1ccccc1N1CC(C(=O)N2CCN(S(=O)(=O)c3ccc(F)cc3)CC2)CC1=O (configuration not stated),-10%,0.3,14,-8,-8%,5%,-3%,-4%,-4%

# (further entries)
SMILES,RGS4 inh,D2 agonist,D2 antagonist,LDHA inh,Vif-A3G inh,Vif-APOBEC3F blk,GRP78 ERSR act,12-LOX inh,ERG Ets-DNA blk
CC(C)(C)c1ccc(S(=O)(=O)NCCN2CCOCC2)cc1,.,.,.,-18,0%,-4%,-4%,?,.
Cc1ccc(NC(=O)CN(C)Cc2nc3ccccc3c(=O)[nH]2)c(Br)c1,-51%,-0.7,-7,5,-11%,-5%,3%,173%[activator],11%
O=C(CCCOc1ccccc1)Nc1nncs1,-14%[56.9 µM],-0.6,-12,-4,-6%,2%,-1%,2%,-2%
CCc1cc(=O)oc2c(C)c(OC(C)C(=O)NC3CC(C)(C)NC(C)(C)C3)ccc12 (configuration not stated),21%,1.0,-1,-5&13,2%,-7%,-3%,1%&9%,2%
COC(=O)/C(=C\C(=O)c1ccccc1)Nc1cccc(C(F)(F)F)c1,-4%,-0.3,-2,5,1%,.,-3%,0%,2%
Cc1cc(C)n(-c2nnc(C)c(=O)[nH]2)n1,2%,-1.8,-3,8,-4%,-6%,-7%,-6%,0%
CCC(C)C(NC(=O)C(Cc1ccc(O)cc1)NC(=O)OCc1ccccc1)C(=O)OC (configuration not stated),.,.,.,1,-8%,.,5%,-1%,.
CCOc1ccc(NC(=O)CSc2nc3c(oc4ccccc43)c(=O)n2-c2ccccc2C)cc1,14%,0.1,.,-6,-4%,1%,0%,-24%,0%
O=S(=O)(c1cnccc1N1CCN(CCO)CC1)N1CCCC1,.,.,.,-10,2%,-1%,-4%,25%,.
COc1ccccc1S(=O)(=O)Cc1ccc(C(=O)NCc2ccc(C)cc2)o1,27%[11.4 µM],-0.8,2,-3,6%,1%,-7%,-16%,-14%
CSc1cccc(NC(=O)Nc2ccccc2OCc2cc(=O)n3cc(C)ccc3n2)c1,-7%,-0.4,.,0,-3%,-4%,-2%,-5%,3%
CN1CCC(N(C)C(=S)Nc2ccc(F)cc2)CC1,-23%,-0.9,-10,1,-3%,-4%,-1%,-9%,3%
CCn1c(=O)c2ccccc2n(CC(=O)NC2CCCCC2)c1=O,32%,0.6,42*,-4,0%,3%,-3%,1%,4%
NC(=O)CCN(Cc1ccccc1)S(=O)(=O)c1ccccc1,-5%,0.6,5,0,2%,-7%,-6%,-17%,1%
COc1ccc(-c2nc3ccc(Br)cn3c2Cc2ccsc2)cc1OC,.,.,.,-2,-2%,.,0%,?,.
Cc1ccc(C)c(SCc2nc3sc(C(=O)O)c(C)c3c(=O)[nH]2)c1,-8%,0.8,-1,-4,-1%,-4%,-3%,?,-10%
CC(C)CNc1ncnc2c1sc1nc(N3CCOCC3)c3c(c12)CC(C)(C)OC3,-5%,-0.1,33*,-6,0%,.,-5%,0%,1%
CCN(C(=O)/C=C/c1ccc(OC)cc1)C1CCS(=O)(=O)C1 (configuration not stated),1%,-0.1,-20,-4,0%,1%,-2%,7%,5%
Cc1ccc(CN2C(=O)CCC2C(=O)NCc2ccc3c(c2)OCO3)cc1 (configuration not stated),1%,0.0,8,1,0%,0%,-3%,347%[activator],14%
O=C(N[C@@H](Cc1ccccc1)C(=O)OCc1ccccc1)c1nc[nH]c1C(=O)N1CCNCC1,-6%,.,.,-2,5%,3%,-3%,-3%,3%
COc1ccccc1C(=O)NCCn1cc(SCC(=O)Nc2cc(C)on2)c2ccccc21,1%,0.1,-59,-6,0%,-2%,0%,10%,-1%
COc1ccccc1NC(=O)CSc1nncn1-c1cccnc1,2%,0.4,4,-6,-6%,5%,-2%,0%,-5%
COc1ccc(CCC(C)NCc2ccc(C(F)(F)F)cc2)cc1 (configuration not stated),4%,-1.0,-12,-17,-1%,-15%,0%,-21%,12%
CCc1noc(C)c1C(=O)NNC(=O)c1ccccc1,9%,0.1,-11,-4,-2%,0%,-1%,0%,9%
Cc1ccc(-n2ncc3c(NC4CCCCC4)ncnc32)cc1Cl,9%,-0.2,.,14&-1,-6%,-16%,-3%,-20%&-22%,3%
Cc1ccc(N/N=C(\Cc2nc3ccccc3[nH]2)c2ccccc2)cc1,?,-0.6,-2,10,-39%,?,2%,.,7%
CCCCCOc1ccc(C(=O)CCC(=O)NNC(=O)c2ccncc2)cc1,11%,-0.3,-2,-3,-2%,2%,-1%,-17%,3%
O/N=C/c1ccc2cccc(O)c2n1,10%,.,.,5,0%,?,1%,-21%,7%
COc1cc(-c2cc3nc(C)c(C)c(=O)n3[nH]2)cc(OC)c1OC,-9%,0.2,6,5,-2%,-1%,2%,11%,.
Clc1ccc(-n2ncc3c(N4CCCC4)ncnc32)cc1,11%,-1.1,4,0,2%,5%,-9%,-12%,7%
CCc1nnc(NC(=O)CSc2nc(C)cc(C)c2C#N)s1,1%,-0.7,-8,0,-14%,-12%,4%,-23%,-9%
O=C(CSc1nc(=O)[nH]c2c1CCCC2)NCc1ccccc1,16%,1.6,.,-2,-2%,-12%,2%,-17%,4%

# Two entries from above in another layout:
Cc1ccc(C)c(SCc2nc3sc(C(=O)O)c(C)c3c(=O)[nH]2)c1
  RGS4 inh: -8%	D2 agonist: 0.8	D2 antagonist: -1	LDHA inh: -4	Vif-A3G inh: -1%	Vif-APOBEC3F blk: -4%	GRP78 ERSR act: -3%	12-LOX inh: ?	ERG Ets-DNA blk: -10%
CC(C)CNc1ncnc2c1sc1nc(N3CCOCC3)c3c(c12)CC(C)(C)OC3
  RGS4 inh: -5%	D2 agonist: -0.1	D2 antagonist: 33*	LDHA inh: -6	Vif-A3G inh: 0%	Vif-APOBEC3F blk: .	GRP78 ERSR act: -5%	12-LOX inh: 0%	ERG Ets-DNA blk: 1%
